# PglD inh – inhibitors of Campylobacter jejuni PglD acetyltransferase; inhibition, % at 12.5 µM; actives 0.098% (n = 360,000); purified PglD enzyme, DTNB colorimetric CoA detection; in the data active means inhibition above about 16%, passing the limit was not always enough; inconclusive means no clear call, values can overlap the other calls; further: strong numbers were not always called active
# SIRT5 inh – inhibitors of human sirtuin-5 desuccinylase | Q9NXA8 | Purified SirT5, succinyl-peptide AMC, trypsin-coupled fluorescence | inhibition, % at 15 µM | actives 1.1% (n = 330,000) | AID 652115; in the data active means inhibition above about 15%; inconclusive means no clear call, values can overlap the other calls
# Target sequence (Q9NXA8 whole entry, looked up): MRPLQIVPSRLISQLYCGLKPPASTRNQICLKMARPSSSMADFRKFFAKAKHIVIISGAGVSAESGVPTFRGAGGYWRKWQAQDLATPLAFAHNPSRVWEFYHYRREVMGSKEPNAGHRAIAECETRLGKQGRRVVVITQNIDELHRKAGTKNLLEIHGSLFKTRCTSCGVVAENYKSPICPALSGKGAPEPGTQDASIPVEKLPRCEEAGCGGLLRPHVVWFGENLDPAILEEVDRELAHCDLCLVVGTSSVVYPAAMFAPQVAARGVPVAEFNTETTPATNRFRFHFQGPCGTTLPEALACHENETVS
# E-selectin induc – E-selectin induction on HUVECs. HUVEC E-selectin immunofluorescence imaging; normalized: neutral wells 0, TNF-alpha wells 100. activation, % at 7.58 µM. actives 0.37% (n = 260,000);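 active means mean E-selectin-positive cell signal at least 10% of the positive control, reached in at least 60% of replicates, without over 20% cell loss; inconclusive means no rule given, readout overlaps actives, possibly toxicity-flagged; inactive means the rest, including those meeting only one limit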;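 further: in these data hits start at about 27%; measured in HUVEC primary endothelial cells; signal is the percent of cells scored E-selectin positive by PE staining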
# Target sequence (P16581 whole entry, looked up): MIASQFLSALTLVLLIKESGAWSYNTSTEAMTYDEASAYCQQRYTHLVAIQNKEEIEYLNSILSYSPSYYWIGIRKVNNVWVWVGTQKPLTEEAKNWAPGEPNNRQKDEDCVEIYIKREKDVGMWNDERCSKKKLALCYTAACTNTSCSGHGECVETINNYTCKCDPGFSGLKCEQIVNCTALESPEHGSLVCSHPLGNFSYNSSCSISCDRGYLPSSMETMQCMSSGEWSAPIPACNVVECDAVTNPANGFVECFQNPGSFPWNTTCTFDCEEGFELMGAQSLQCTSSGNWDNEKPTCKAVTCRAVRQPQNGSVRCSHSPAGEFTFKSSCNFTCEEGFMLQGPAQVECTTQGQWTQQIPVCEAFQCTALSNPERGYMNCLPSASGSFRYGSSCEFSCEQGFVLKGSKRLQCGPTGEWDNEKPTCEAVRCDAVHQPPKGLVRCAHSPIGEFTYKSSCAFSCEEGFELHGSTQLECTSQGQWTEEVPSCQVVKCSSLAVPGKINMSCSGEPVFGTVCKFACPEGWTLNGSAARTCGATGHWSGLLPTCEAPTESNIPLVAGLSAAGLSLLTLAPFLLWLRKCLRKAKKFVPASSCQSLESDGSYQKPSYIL
#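 Read-out basis: % PE-positive cells; Test system: HUVEC primary endothelial cells; Technique: immunofluorescence imaging; Dosing: single-point compound dose.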
# DENV2 CPE – inhibitors of DENV2 cytopathic effect; DENV2-infected cells, cytopathic effect rescue, plate reader; CPE inhibition, % at 9.99 µM; actives 1.7% (n = 350,000); in the data active means CPE inhibition above about 20%, passing the limit was not always enough; inconclusive means no clear call, values can overlap the other calls; tested in BHK-21 cells;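 further: 0% = median of neutral control wells and 100% = median of positive control wells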
# ERp5 inh – inhibitors of human ERp5 | ERp5 insulin aggregation, absorbance 650 nm, 90 min | AID 651711 | actives 0.05% (n = 350,000) | inhibition, % at 9.99 µM;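 active means mean replicate inhibition above about 25%, with every replicate also reaching it, limit read from the data, passing the limit was not always enough; inconclusive means only one of those two criteria met; inactive means neither criterion met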
# S100A4 inh HTS – inhibitors of human S100A4 binding to myosin IIA peptide. inhibition, % at 10.7 µM. actives 0.14% (n = 360,000). S100A4/TAMRA-MyoIIA peptide fluorescence polarization;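 active means mean inhibition of at least 70% across replicates, with every replicate also reaching that level; inconclusive means mean inhibition reaches 70% but some replicates fall short; inactive means mean inhibition below 70%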
# Target sequence (P26447 whole entry, looked up): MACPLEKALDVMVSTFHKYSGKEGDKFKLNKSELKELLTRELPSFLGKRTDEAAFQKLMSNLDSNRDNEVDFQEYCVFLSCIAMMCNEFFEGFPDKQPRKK
#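 incubation = readout 5 min after mixing, signal stable up to 60 min | system = S100A4 monomer protein | buffer or medium = HEPES pH 7.2 with CaCl2, KCl, NaCl, DTT, Triton | benchmarks = neutral control DMSO, positive control TFP | also added = fluorescent myosin IIA peptide, 5 nM | compound dosing = one concentration per compound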
# Statin myotox sup – protects C2C12 myotubes from simvastatin toxicity; ATP luminescence, 48 h; scaled: DMSO 0, geranylgeraniol control 100; rescue of ATP level, % at 7.49 µM; actives 0.78% (n = 330,000);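 active means mean ATP rescue above about 67%, or every replicate alone reaching that limit, limit read from the data, passing the limit was not always enough; inconclusive means no clear call, values can overlap the other calls; inactive means mean under the limit and some replicate under it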;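 further: myotubes were challenged with 10 µM simvastatin during compound exposure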
# The depositor's hits bear a star; ? = inconclusive; · = not tested or not shown. Only part of the results is shown; rates above refer to the full screens.
SMILES	PglD inh	SIRT5 inh	E-selectin induc	DENV2 CPE	ERp5 inh	S100A4 inh HTS	Statin myotox sup
COc1cccc(C(=O)Nc2ccc3c(c2)C(=O)N(C)[C@H]2CC[C@@H](CC(=O)NCCCN4CCOCC4)O[C@H]2CO3)c1	-2	1	0.0	-3	3	6	-16
C/C=C/c1ccccc1[C@@H]1[C@@H](CO)N(c2ncc(CC)s2)[C@H]1C#N	·	13	0.0	-4	-2	-3	·
CCc1ccc2nc(NC(=O)C3CCN(c4ncnc5sc(C)c(C)c45)CC3)sc2c1	0	-3	-0.2	3	4	-4	0
O=C(O)C1CCCN(S(=O)(=O)c2ccc(Br)s2)C1 (stereo not drawn)	2	-8	1.4	1	2	-14	5
O=C(Nc1ccccc1)NN(C(=O)CCl)c1ccccc1	-4	1	·	3	6	5	-23
Cc1cc(C(=O)N2CCc3ccccc3C2)c(C)o1	3	-3	0.2	-3	-6	0	1
CCCN1C[C@@H](C)[C@@H](OC)CN(C)C(=O)c2cc(NC(=O)Nc3cccc(F)c3)ccc2OC[C@H]1C	0	·	0.2	·	·	·	-10
Cn1c(Oc2ccc(F)cc2F)c(C=O)c2ccccc21	-2	-2	0.9	-2	0	-9	-20
COc1ccc(-n2c(C)cc3cc(OC(C)=O)ccc32)cc1	-1	0	0.0	-1	1	-1	9
CC1CCCCN1CCCNc1ccc(C(CC(N)=O)NC(=O)Cc2cccc3ccccc23)cc1[N+](=O)[O-] (stereo not drawn)	4	-3	0.0	-7	-2	-3	8
CCOc1ccc(CCNC(=O)Cc2ccc(NC3=NC4CS(=O)(=O)CC4S3)cc2)cc1OCC (stereo not drawn)	6	-4	·	2	-5	-8	-1
Cc1ccc(NC(=O)c2snc3ccc(Cl)cc23)cc1C	·	2	·	·	6	17	·
CC(C)(C)C(=O)Nc1ccccc1C(=O)NCc1cccnc1	1	-6	0.1	-2	8	3	-5
Cn1cccc1CC(=O)NNC(=O)Nc1ccc(F)cc1	·	2	·	?	-2	3	·
O=C(COC(=O)c1ccccc1SCC(=O)N1CCCC1)Nc1ccc(OC(F)F)cc1	5	-2	0.1	?	0	-1	26
C[C@H](O)C#Cc1ccc([C@H]2[C@H]3CN(S(=O)(=O)Cc4ccccc4)CCCCN3[C@H]2CO)cc1	6	-1	0.3	?	-4	-2	22
COc1ccc(NC(=O)Nc2nnc(N3CCC(C)CC3)s2)cc1OC	-5	-2	-1.2	-1	-2	1	-5
CCn1c(SCc2nc3ccccc3[nH]2)nnc1-c1cccs1	6	-3	·	·	2	4	36
COc1ccc(C(C(=O)NC(C)(C)C)N(C(=O)CNC(=O)c2cccs2)c2ccc(C)cc2)cc1OC (stereo not drawn)	3	0	·	1	3	-8	6
Cc1nc(SCC(=O)NC(=O)NC(C)(C)C)nc(C)c1C	·	·	-0.1	·	7	8	-2
Cc1ccc(OCc2nnc(SCC(=O)O)n2-c2ccccc2)cc1	2	-4	·	-2	·	-1	·
COc1ccc(NC(=O)CCSc2ccc(C)cc2)cc1S(=O)(=O)Nc1ccccc1Cl	·	-4	-0.1	-4	-2	1	·
O=C(CN1CCCCC1)N/N=C/c1ccccc1Br	-2	-1	·	1	-1	-4	4
CCOC(=O)C1=C(COC(=O)CNS(=O)(=O)c2c(F)cc(F)cc2Br)NC(=O)NC1C (stereo not drawn)	1	-3	·	-8	20	8	4

# Arranged by value in PglD inh (highest first): 3 from the list above.
Compound	PglD inh
CCn1c(SCc2nc3ccccc3[nH]2)nnc1-c1cccs1	6
O=C(CN1CCCCC1)N/N=C/c1ccccc1Br	-2
COc1ccc(NC(=O)Nc2nnc(N3CCC(C)CC3)s2)cc1OC	-5

# Following part:
SMILES	PglD inh	SIRT5 inh	E-selectin induc	DENV2 CPE	ERp5 inh	S100A4 inh HTS	Statin myotox sup
Cc1noc(C)c1C(=O)OC(C)C(=O)Nc1ccc(C(N)=O)cc1 (stereo not drawn)	1	1	·	10	7	-7	2
O=C(CC1C[C@H](C(=O)N2CCOCC2)[C@@]2(CCC3CCCC3)c3[nH]c4ccccc4c3CCN2C1=O)NCc1cccc(C(F)(F)F)c1 (stereo partly drawn)	0	-5	-0.1	-4	-5	1	12
O=C(Cc1ccccc1F)Nc1cc(S(=O)(=O)N2CCOCC2)ccc1N1CCOCC1	3	-2	·	-2	-4	5	17
O=C(Nc1ccccc1F)C1CCCN(S(=O)(=O)c2ccccc2)C1 (stereo not drawn)	2	-4	·	14	2	2	0
Nc1c(Cl)cc(-c2cn(CCC(=O)O)c(-c3ccc(Cl)nc3)n2)cc1Cl	0	·	-0.1	7	1	-3	3
O=S(=O)(c1ccc(F)cc1)N1CCCCN2[C@H](CO)[C@H](c3ccc(C#CC4CCCC4)cc3)[C@@H]2C1	2	23*	·	-6	1	2	·
O=NN(CC(=O)NN=CC=Cc1ccccc1)CC(=O)NN=CC=Cc1ccccc1	4	-1	0.2	5	6	1	-11
CC(C)(C)C(=O)Nc1ccc(N2CCN(c3ccc(C(F)(F)F)cn3)CC2)nc1	·	-2	·	2	3	-1	·
CC1(C2CCC3C4CCC5CC6(CCC5(C)C4C(=O)CC32C)OCCO6)OCCO1 (stereo not drawn)	-8	0	4.7	8	-2	-10	-4
CC(c1ccccc1)N1CC(C(=O)Nc2nccs2)CC1=O (stereo not drawn)	5	-6	0.0	11	-1	7	7
O=[N+]([O-])c1cccc(S(=O)(=O)N/N=C/c2ccc(O)cc2)c1	·	3	1.0	-3	3	-6	·
Cc1cc(C(=O)Nc2cccc3c2O[C@H](CN(C)C(=O)Nc2ccc(C(F)(F)F)cc2)[C@H](C)CN([C@H](C)CO)C3=O)n(C)n1	8	-2	-12	1	-3	0	-46
COc1ccc(CNc2nc3c(c(=O)n(Cc4ccc(F)cc4)c(=O)n3C)n2C)cc1	0	-4	·	·	0	-4	9
O=C(NC1CCCCC1)N1CCN(c2ccccc2Cl)CC1	0	3	-0.2	-2	7	3	-1
O=C(N[C@H]1CC1c1ccccc1)c1ccc([N+](=O)[O-])cc1 (stereo partly drawn)	·	-3	0.6	-4	-1	5	·
Cc1cc(Br)cn2c(Cc3ccsc3)c(-c3ccc(F)cc3)nc12	0	-4	0.4	?	-5	53	10
Cc1ccc(NC2CCCN(C(=O)CN3C(=O)CSC3=O)C2)cc1C (stereo not drawn)	-2	-3	-0.2	-1	3	-3	7
Cc1csc(NC(=O)CSC2=NCCS2)n1	-2	-3	-0.3	-4	-1	-2	6
CCOc1ccc(NC(=O)C2CC3CCC2C3)cc1 (stereo not drawn)	7	1	2.3	0	6	-2	·
CCCCc1nnc(NC(=O)C2CC(=O)N(Cc3ccccc3)C2)s1 (stereo not drawn)	-1	-1	-0.2	4	7	-12	5
Cc1noc(C)c1NC(=O)N(C)C[C@@H]1Oc2ccc(NC(=O)CCC(F)(F)F)cc2CC(=O)N([C@H](C)CO)C[C@H]1C	0	-5	0.0	0	1	19	-27
Cc1ccc(NC(=O)CNC(C)c2ccccc2)cc1 (stereo not drawn)	-2	-1	·	5	3	-18	2
CC(Cl)c1cc(-c2ncc(C(F)(F)F)cc2Cl)no1 (stereo not drawn)	·	4	·	2	2	3	·
O=C(CCc1nnc(CCCCc2ccccc2)o1)NCCn1cccn1	·	0	0.6	-1	1	-3	·

# At a glance, some entries already given:
SMILES	PglD inh	SIRT5 inh	E-selectin induc	DENV2 CPE	ERp5 inh	S100A4 inh HTS	Statin myotox sup
O=C(N[C@H]1CC1c1ccccc1)c1ccc([N+](=O)[O-])cc1 (stereo partly drawn)	·	-3	0.6	-4	-1	5	·
Cc1cc(Br)cn2c(Cc3ccsc3)c(-c3ccc(F)cc3)nc12	0	-4	0.4	?	-5	53	10

# Further structures.
SMILES	PglD inh	SIRT5 inh	E-selectin induc	DENV2 CPE	ERp5 inh	S100A4 inh HTS	Statin myotox sup
O=C1C=CC2(O[C@H](c3ccccc3)[C@@H](c3ccccc3)O2)[C@H](Sc2ccccc2O)C1	·	-9	-0.3	-5	1	-6	·
O=S(=O)(c1ccc(F)cc1)N1CC[C@@H]2[C@@H](CO)Nc3ccc(-c4ccc(F)cc4)cc3[C@@H]21	-1	·	-0.4	51*	·	·	3
CC(=O)c1ccc(S(=O)(=O)N2CCN(CC(=O)Nc3ccc(Cl)c([N+](=O)[O-])c3)CC2)cc1	8	-2	·	3	0	-3	-4
NC(=O)CC(c1ccccc1)c1ccc2c(c1)OCO2 (stereo not drawn)	-6	-3	0.0	1	0	0	5
O=C(O)c1cccc(NN=C2c3ccccc3-c3ccccc32)c1	·	6	·	3	0	-8	·
Cc1ccc(S(=O)(=O)N(C)C[C@@H]2Oc3ccc(NS(=O)(=O)c4ccc(Cl)cc4)cc3C(=O)N([C@H](C)CO)C[C@H]2C)cc1	·	1	-2.7	-1	-6	-7	3
Cc1ccc(NC(=O)C(Cc2ccccc2)n2cccc2)cc1 (stereo not drawn)	·	0	6.2	-11	1	5	·
CC1=C(C(=O)OCc2ccccc2)C(c2ccc([N+](=O)[O-])cc2)NC(=O)N1 (stereo not drawn)	-6	-1	0.2	1	-2	-1	23
Cc1cc(Cl)cc2sc(NC(=O)C3CC3)nc12	2	-6	·	16	3	1	-9
CCN(CC)S(=O)(=O)c1ccc(C)c(NC(=O)COc2ccc(Br)cc2Cl)c1	-4	·	·	52*	-1	2	·
O=Cc1cn(CC(=O)Nc2ccc(F)cc2)c2ccccc12	·	2	-4.2	3	-2	-1	·
C/C=C/c1ccc2c(c1)O[C@@H](CN(C)C(=O)c1cccnc1)[C@H](C)CN([C@H](C)CO)S2(=O)=O	1	-4	0.6	-5	-3	13	-3
FC(F)(F)c1cc(C(F)(F)F)c2ccc(N3CCOCC3)nc2n1	1	-7	-0.1	-2	-5	-3	2
C[C@@H](NC(=O)C[C@H]1C=C[C@@H](NC(=O)C2CC2)[C@H](CO)O1)c1ccccc1	2	-4	-0.2	-7	8	8	-2
C[C@@H]1CCCCO[C@H](CN(C)C(=O)Nc2ccc(C(F)(F)F)cc2)[C@@H](C)CN([C@H](C)CO)C(=O)c2cc(NC(=O)NC3CCCCC3)ccc2O1	0	0	·	-18	-2	-15	·
CN(Cc1c(F)cccc1Cl)c1ccc(S(=O)(=O)N2CCOCC2)cn1	4	1	·	·	-3	1	6
C[C@H](CO)N1C[C@H](C)[C@@H](CN(C)Cc2ccc3c(c2)OCO3)Oc2c(cccc2N(C)C)C1=O	-3	2	·	-4	3	19	-8
COc1ccc(C#Cc2ccc3c(c2)O[C@H](CN(C)C(=O)NC2CCCCC2)[C@H](C)CN([C@@H](C)CO)S3(=O)=O)cc1	7	-4	-0.1	8	0	-1	·
CC(=O)Nc1ccc(S(=O)(=O)NCCc2cc3c(C)ccc(C)c3[nH]c2=O)cc1	-2	0	-1.1	-1	3	-5	8
O=C(NCCCn1ccnc1)C(=O)NCC1OCCCN1S(=O)(=O)c1ccc(F)cc1 (stereo not drawn)	·	-1	-0.1	0	5	3	·
CO[C@@H]1CN(C)C(=O)c2cc(NC(=O)c3ccccc3F)ccc2OC[C@@H](C)N(CC2CC2)C[C@H]1C	3	2	-0.1	-6	-3	3	7
O=C(COC(=O)c1cccnc1Cl)NC1CCCCCC1	4	·	-0.1	-14	-3	0	2
CC(=O)O[C@H]1CC[C@@]2(C)[C@@H](CC[C@@H]3[C@@H]2CC[C@]2(C)[C@@H](C(C)(C)O)C[C@@H]32)C1	-7	-5	0.1	12	2	-2	-11
CCCCCC(O)CCCC(=O)O (stereo not drawn)	-1	0	0.0	8	2	-8	9
CN1[C@@H]2c3ccc(-c4ccncc4)c(=O)n3C[C@H]1[C@H](CO)[C@H]2C(=O)Nc1nccs1	1	-1	-0.1	4	-3	1	-8

# Screens deposited in PubChem BioAssay by Broad Institute.
